# Assay outcomes (PubChem BioAssay)
# IkB sig inh: IkB Signaling; ABC-DLBCL IkBa-CBG/CBR dual luciferase ratio, 4 h; response scale: scaled: untreated 0%, proteasome inhibitor 100%; Potency, µM (series often up to 57.1 µM), for the others: at the top dose IkBa stabilization activation; 0.04% of 110,000 active; AID 445, 2006; active = well fitted curve in the direction sought with a large enough effect in the signal ratio, not every such curve was filed as active; inconclusive = small, poorly fitted or top-dose-only effect, or a change in a side signal; the % refers to the signal ratio;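 also: the direction sought is a rising ratio; 0% = basal untreated cells and 100% = reference inhibitor full response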
#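 Luminescence ratio of IκBα-fused green versus native red beetle luciferase in OCI-Ly3 cells, 4 h post-doxycycline with compound; red signal alone, scaled from basal (0%) to zero light (-100%), flagged nonspecific or cytotoxic effects.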
# p53ts 32C tox: qHTS Screen for Compounds that Selectively Target Cancer Cells with p53 Mutations: Cytotoxicity of p53ts Cells at the Permissive Temperature | 0.93% of 130,000 active | H1299-p53A138V at 32C, ATP luminescence viability, 24 h | AID 924, 2007 | Potency, µM (highest dose often 46.1 µM), inactives show top-dose activity change, negative = cytotoxicity, usual class: cytotoxic;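 also: 0% = DMSO and -100% = full killing by reference compound; nearly all actives have a fitted effect of over 55% in size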
#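 Cells: H1299 p53ts (A138V), 600/well, pre-incubated 16–30 h at 37C. Cpd up to 46 uM, 24 h, 32C. Readout: ATPlite luminescence, 20 min RT. Normalization: DMSO vs tamoxifen 100 uM. AC50 by Hill equation.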
# p53ts 39C kill: qHTS Screen for Compounds that Selectively Target Cancer Cells with p53 Mutations: Cytotoxicity of p53ts Cells at the Nonpermissive Temperature. Potency, µM (top dose mostly 46.1 µM), inactives show at the top dose activity change, negative = cell killing, most hits filed as cytotoxic. 1.5% of 130,000 active. H1299-p53A138V viability at 39C, ATP luminescence, 24 h; also: nearly all actives have a fitted effect of over 55% in size
# Imprint erasure: qHTS Assay for Compounds that Induce Erasure of Genomic Imprints | mouse ES Peg3-LacZ reporter, beta-gal luminescence, 40 h | Potency, µM (doses to about 60.7 µM), without a hit: at the highest dose activity change, positive = activation, usual class: activators | 0.02% of 110,000 active;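 also: 0% = negative control wells on the plate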
#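 Readout: BetaGlo luminescence (5 min, room temp) for LacZ from the normally silent maternal Peg3 allele in female Peg3LacZ-Neo ES cells. Cells 300/well, 40 h, 37C, 5% CO2. Data normalized per plate to negative controls.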
# An asterisk follows results filed as active; ? = inconclusive; . = not tested or not shown; & = joins results of further samples; [ ] = remark or other dose. Unless noted, calls follow the shape of the dose curve; as a rule, active = well fitted curve in the direction sought with a large enough effect; inconclusive = small, poorly fitted or top-dose-only effect, or another doubt; inactive = no such curve, though single readings can be large; an effect the other way counts as inactive or inconclusive. Unless noted, % is scaled to controls: 0 for no effect and ±100 for the full control effect; potency is read from the fitted curve at half-maximal effect.
# Screens in order – IkB sig inh	p53ts 32C tox	p53ts 39C kill	Imprint erasure
CC1=C(C(=O)Nc2ccccc2Cl)C(c2cccc(O)c2)n2ncnc2N1 (stereo not drawn)
  1.9%	-5%	-9%	-7%[10.9 µM]
CC(O)CNc1nc2ccccc2n1-c1ncnc2sc3c(c12)CCC3 (stereo not drawn)
  ?	17%	-8%	-22%
CCOc1cc(Cl)c(S(=O)(=O)n2ccnc2)cc1Cl
  -0.6%	-9%	13%	-10%[10.9 µM]
O=C(Nc1ccc(F)cc1F)c1noc2c1CCc1ccccc1-2
  ?	?	-5%	-31%[inhibitor][10.9 µM]
CCOc1ccc(S(=O)(=O)N(CC(=O)Nc2cc(C)on2)Cc2ccccc2Cl)cc1
  ?	17%	-15%	-11%
CCOC(=O)c1ccccc1NC(=O)CN(c1ccccc1OC)S(C)(=O)=O
  -0.6%	6%	-4%	2%
CCOC(=O)N1CCc2c(sc(NCc3ccc(N(CC)CC)cc3)c2C(=O)Nc2cc(OC)ccc2OC)C1
  -0.6%	7%	18%	-11%[10.9 µM]
O=C(CN1CCC2(CC1)OCCO2)c1c[nH]c2ccccc12
  5.7%	2%	-12%	-2%
CC1=C(C#N)C(NC(=O)c2ccco2)(C(F)(F)F)C(=O)N1 (stereo not drawn)
  -3.7%	4%	7%	-6%
NC(=NC(=O)c1ccccc1)C1=C(O)CCC1=O
  -2.8%	9%	3%	-26%
O=C(Nc1sc2c(c1C(=O)NC1CC1)CCCCCC2)c1ccco1
  1.1%	6%	3%	5%
Cc1nc(NCc2ccccc2)c2nc(-c3ccccc3)n(CCCN3CCCCC3C)c2n1 (stereo not drawn)
  .	-18%	?	-3%
CCOC(=O)c1sc(-c2ccccc2)cc1NC(=O)CSc1nnnn1C
  -1.9%	1%	-9%	-2%
Cc1ccc(C)c(NC(=O)c2cc(=O)c3cc(C)cc(C)c3o2)c1
  0.1%	1%	-18%	8%[10.9 µM]
CSc1cccc(NC(=O)c2nnn(Cc3ccccc3)c2N)c1
  6.1%	3%	-22%	-20%
O=C(CSc1nc2c([nH]c3ccccc32)c(=O)n1-c1ccccc1)N1CCOCC1
  1.9%&5.0%	0%&-1%	-12%&-17%	-3%
Cc1ccc(OCc2nc3ccccc3n2CCOc2ccc(Cl)cc2)cc1
  ?	4%	-13%	-11%[10.9 µM]
O=P(CO)(Cc1ccccc1)Cc1ccccc1
  -0.1%	4%	12%	10%
CCN(CCO)C(=O)CC(c1ccccc1)c1cc(Br)ccc1O (stereo not drawn)
  0.9%	2%	1%	-9%
Cc1ccc(CN2C(=O)/C(=C3\SC(N4CCOCC4)=NC3=O)c3cc(Br)ccc32)cc1
  -0.3%	-7%	1%	-6%
O=C(Cn1cnc2c(nnn2-c2ccccc2)c1=O)NCc1ccco1
  3.6%	?	?	-29%
COc1ccc(-c2noc(-c3cc(C(C)C)[nH]n3)n2)cc1
  -2.0%	-9%	1%	-8%[10.9 µM]
Cc1cc(F)ccc1NC(=O)CCS(=O)(=O)c1cc2c(cc1C)NC(=O)CO2
  1.4%	0%	-8%	-15%[10.9 µM]
CCc1cccc2sc(N3CCN(C(=O)c4cc5ccccc5cc4OC)CC3)nc12
  ?	-11%	-3%	-6%[10.9 µM]
COc1ccc(-c2nc3cnc(N4CCOCC4)nc3n(C)c2=O)cc1
  0.6%[11.4 µM]	10%	14%	8%
COc1cccc(-c2cncnc2NCCc2cnc[nH]2)c1
  -1.4%[11.4 µM]	0%	5%	-17%
COc1ccc(-n2nc3ccc(NC(=O)c4c(OC)cccc4OC)cc3n2)cc1
  -5.1%	-1%	14%	14%[10.9 µM]
COc1ccc(F)cc1S(=O)(=O)NC1CCCCCC1
  -0.1%	5%	4%	-18%
COCCNc1oc(-c2ccc(COc3ccc(OC)cc3)o2)nc1C#N
  0.5%	4%	2%	-9%[10.9 µM]
COc1ccccc1N1CCN(C(=O)c2ccc(N3CCCC3=O)cc2)CC1
  -0.6%	-11%	-23%	-3%
CCN1C(=O)[C@H]2[C@H]3[C@H](O)[C@H](O)C/C(=N/OCC(C)C)[C@H]3CC[C@@H]2C1=O
  .	9%[9.22 µM]	14%[9.22 µM]	.
CCOC(=O)N1CCC(NS(=O)(=O)c2cc3c(cc2C)NC(=O)CO3)CC1
  1.4%	-3%	-4%	?
CCn1c(-c2cccc(Br)c2)n[nH]c1=S
  -1.0%	0%	12%	-1%
Cc1ccccc1OCC(=O)Nc1ccc(C(=O)OCc2cc(=O)n3ccsc3n2)cc1
  -1.4%	9%	-10%	-14%[10.9 µM]
O=C(Nc1ccc2c(c1)OCO2)c1cc(-c2ccc(Cl)cc2)on1
  ?	8%	16%	-4%[10.9 µM]
CC(C)(C)OC(=O)N1CCC(c2c(C(=O)NCc3ccco3)cnn2-c2ccc(F)cc2)CC1
  ?	2%	-13%	-8%[10.9 µM]
Cc1ccc2c(c1)CC[C@H]1CC(=O)CC[C@@]21C
  .	2%	-12%	-16%
O=C1c2ccccc2C(=O)N1CCCSc1ccccc1
  -1.3%[11.4 µM]	-3%[9.22 µM]	-11%[9.22 µM]	-6%[10.9 µM]
COC(=O)c1ccccc1NC(=O)Cc1noc2ccc(C)cc12
  ?	4%	16%	-9%[10.9 µM]
COC(=O)c1ccc(NC(=O)CSc2nc3cc4ccccc4cc3[nH]2)cc1
  ?	-12%	-11%	-13%[10.9 µM]

# 3 entries already listed, ordered by molar mass, largest number first.
# Screens in order – IkB sig inh	p53ts 32C tox	p53ts 39C kill	Imprint erasure
COc1ccc(-n2nc3ccc(NC(=O)c4c(OC)cccc4OC)cc3n2)cc1
  -5.1%	-1%	14%	14%[10.9 µM]
COCCNc1oc(-c2ccc(COc3ccc(OC)cc3)o2)nc1C#N
  0.5%	4%	2%	-9%[10.9 µM]
CCN1C(=O)[C@H]2[C@H]3[C@H](O)[C@H](O)C/C(=N/OCC(C)C)[C@H]3CC[C@@H]2C1=O
  .	9%[9.22 µM]	14%[9.22 µM]	.

# (further entries)
# Screens in order – IkB sig inh	p53ts 32C tox	p53ts 39C kill	Imprint erasure
Cc1ccc2[nH]c(=O)c(CN(CCCO)S(=O)(=O)c3cccc4nsnc34)cc2c1
  -1.0%	-9%	-13%	-9%
CCN(C(=O)Cn1c(C(=O)OC)cc2sccc21)c1cccc(C)c1
  ?	15%	-26%	-2%[10.9 µM]
CC(=O)OC1CC2C(C)(C)C(=O)C3OC3[C@]2(C)C2CC[C@@]3(C)C(c4ccoc4)OC(=O)C4OC43[C@]12C (stereo partly drawn)
  .	17%	10%	-16%
O=C(NCCN1CCOCC1)Nc1ccc(Cl)cc1
  -1.4%	-4%	2%	-14%
O=C(COc1ccc(S(=O)(=O)N2CCCC2)cc1Cl)NCc1ccco1
  6.8%	-4%	-3%	-9%
COCCNc1ncnc2ccc(-c3ccccc3CN(C)C)cc12
  0.1%[11.4 µM]	-7%	-1%	-14%
N#Cc1c(N)n(C2CCCCC2)c2nc3ccccc3nc12
  3.1%	6%	5%	-19%
Cc1ccnc(N2CCN(C(=O)CSc3nc4ccccc4nc3N3CCCCC3)CC2)c1
  ?	28%	46%[activator]	-6%
Cc1ccc(S(=O)(=O)N2CCCN(S(=O)(=O)C3CCS(=O)(=O)C3)CC2)cc1 (stereo not drawn)
  1.5%	-5%	-5%	-11%
C=CCn1c(Cc2cccs2)nnc1SCC(=O)c1ccc(F)cc1
  -1.6%	-5%	-3%	-22%
CCCC[C@@H]1C[C@H]1C(NC(=O)c1cccnc1)c1ccc(Cl)cc1 (stereo partly drawn)
  .	?	13µM*	-22%
N#CC(C(=O)NC1CCCCC1)c1nc2ccccc2nc1N1CCCCC1 (stereo not drawn)
  -1.1%	4%	0%	-7%
Cc1nc2ccccc2n1CCc1nc2c3ccccc3nc(SCC(=O)Nc3ccc(Br)cc3F)n2n1
  -3.7%	?	-20%	-7%[10.9 µM]
Cc1ccc(NC(=O)C(Cc2c[nH]c3ccccc23)NC(=O)OC(C)(C)C)c(C)c1 (stereo not drawn)
  ?	-4%	-12%	-6%[10.9 µM]
COC(=O)[C@@H]1C[C@@]2(O)[C@@H](O)[C@@H](O)[C@@H](O)C[C@H]2N1Cc1ccc(C(C)(C)C)cc1
  .	0%	5%	6%
O=C(COC(=O)/C=C/c1ccc(Cl)cc1Cl)NCCC1=CCCCC1
  .	-5%	-21%	.
CCC1(C)Nc2ccccc2C(=O)N1O (stereo not drawn)
  3.2%	-11%	-16%	-20%
COc1ccc(OC)c(C2=Nn3c(nnc3-c3cc(OC)c(OC)c(OC)c3)SC2)c1
  1.6%	9%	3%	-12%
CCN1C(=O)c2ccccc2Sc2ccc(NC(=O)Nc3cccc([N+](=O)[O-])c3C)cc21
  -1.0%	-4%	6%	-13%[10.9 µM]
CCOC(=O)N1CCC(NS(=O)(=O)c2ccc3c(c2)oc(=O)n3C)CC1
  11%	-3%	2%	-5%
COc1ccc(C(=O)N2CCN(c3nc4c(OC)cccc4s3)CC2)cc1OC
  ?	3%	-9%	5%[10.9 µM]
COCCN1C(=O)c2[nH]nc(-c3ccccc3O)c2C1c1ccc(Cl)c(Cl)c1 (stereo not drawn)
  ?	?	-110%	18%[10.9 µM]
COC(=O)c1cccc(CSc2nnc(-c3ccco3)n2-c2ccccc2)c1
  0.3%	-1%	0%	-12%
O=C(N/N=C1/C[C@@H](O)[C@@H](O)[C@@H]2[C@@H]3C(=O)N(C4CCCCC4)C(=O)[C@H]3CC[C@@H]12)OCc1ccccc1
  .	1%[9.22 µM]	8%[9.22 µM]	.
CCOc1ccc(-n2c(/C=C/c3cccc(F)c3)nc3cc(OC)c(OC)cc3c2=O)cc1
  -0.7%	8%	-9%	-4%[10.9 µM]
Cn1c(=O)c2c(ncn2Cc2ccccc2)n(C)c1=O
  .	-1%	2%	.
O=C(Nc1ccc2oc(-c3ccc4ccccc4c3)nc2c1)c1ccc(Cl)c(Cl)c1
  4.0%	-3%	-6%	-8%[10.9 µM]
COc1ccc(CCNC(=O)c2ccc3c(c2)sc2nc(-c4ccccc4)cn23)cc1OC
  ?	5%	12%	-6%[10.9 µM]
N#Cc1c(/N=C/N2CCOCC2)sc2c1CCCCC2
  0.8%	-26%	-14%	-42%[inhibitor]
Cc1ccc(C)c2[nH]c(=O)c(CCNC(=O)c3ccc(S(=O)(=O)N(C)C)cc3)cc12
  2.2%	-12%	2%	-18%
CCc1ccc(-c2ccc(C(=O)Oc3ccc(Br)cc3)cc2)nc1
  7.7%	12%	7%	-24%[10.9 µM]
CC(CCc1ccccc1)NC(=O)c1cccnc1 (stereo not drawn)
  3.2%	1%	-2%	1%
CCN(CC)c1ccc(NC(=O)CSc2nc3ccccc3c(=O)[nH]2)cc1
  1.3%	7%	-6%	-14%
O=C1SC(SCc2ccccc2)=N/C1=C\c1ccco1
  5.0%	-5%	-6%	-21%
CC(=O)Nc1ccc(S(=O)(=O)Nc2ccc(N3CCOCC3)cc2)cc1
  0.8%	-5%	-9%	-8%
COc1ccc(N(C(=O)c2ccc(Br)o2)C2C=CS(=O)(=O)C2)cc1 (stereo not drawn)
  -0.6%	-2%	8%	-7%
CN1C(=O)C(C)(C)c2cc(S(=O)(=O)NCc3ccc(C(=O)Nc4ccc(Cl)cc4)cc3)ccc21
  ?	-11%	-13%	-9%[10.9 µM]
COc1cc2c(C)nc(C)c(C#N)c2cc1OC
  11%	5%	6%	-11%
OC1(c2ccccc2F)CCN(Cc2nnc(-c3ccccc3)o2)CC1
  1.6%	-5%	7%	5%
CCCn1nc(C(=O)OCC(=O)c2ccc3c(c2)NC(=O)CO3)c2ccccc2c1=O
  -0.4%	-14%	-7%	2%
CN(c1ccccc1)S(=O)(=O)c1ccc(C(=O)OCC(=O)NCc2ccco2)cc1
  1.3%	-6%	-7%	-11%
Cc1ccc2nc(C3CCN(CC(=O)N4CCCCCC4)CC3)[nH]c2c1
  1.4%	-5%	2%	-5%
